Screening data as filed in PubChem.
MPTP inh = inhibitors of mitochondrial permeability transition pore; isolated mouse mitochondria, Ca2+ swelling absorbance, 30 min; inhibition, % at 10 µM; actives 1.4% (n = 360,000);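 active = inhibition of 50% or more, scaled per plate between neutral and stimulator controls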;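 also: 0% = DMSO wells given calcium and 100% = 1 mM EGTA wells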
PfGluPho inh = PfG6PD (Plasmodium falciparum) enzyme inhibition; PfGluPho enzyme, NADPH resazurin-diaphorase fluorescence; inhibition, % at 20 µM; actives 0.78% (n = 350,000); AID 504690;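 active = inhibition reaching at least a set limit at 20 µM in the primary screen, cut at about 59% in these data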;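 also: 0% = DMSO wells with substrate and 100% = DMSO wells lacking glucose-6-phosphate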
SENP6 inh = blocks the human protease SENP6. Q9GZR1. Recombinant SENP6 catalytic domain, aminoluciferin luminescence. inhibition, % at 10 µM. actives 1.8% (n = 330,000);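 active = inhibition above about 50% at the single tested dose, limit read from the data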;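 also: plate controls were DMSO wells with enzyme for no effect and DMSO wells lacking enzyme for full effect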
ATG4B inhibitor = inhibitors of human ATG4B cysteine protease | inhibition, % at 8.33 µM | actives 0.51% (n = 340,000) | Q9Y4P1 | ATG4B cleavage of LC3-PLA2, NBD-HPC fluorescence, 1 h | AID 504462; in the data active = inhibition above about 40%
Target sequence (Q9Y4P1 whole entry, looked up): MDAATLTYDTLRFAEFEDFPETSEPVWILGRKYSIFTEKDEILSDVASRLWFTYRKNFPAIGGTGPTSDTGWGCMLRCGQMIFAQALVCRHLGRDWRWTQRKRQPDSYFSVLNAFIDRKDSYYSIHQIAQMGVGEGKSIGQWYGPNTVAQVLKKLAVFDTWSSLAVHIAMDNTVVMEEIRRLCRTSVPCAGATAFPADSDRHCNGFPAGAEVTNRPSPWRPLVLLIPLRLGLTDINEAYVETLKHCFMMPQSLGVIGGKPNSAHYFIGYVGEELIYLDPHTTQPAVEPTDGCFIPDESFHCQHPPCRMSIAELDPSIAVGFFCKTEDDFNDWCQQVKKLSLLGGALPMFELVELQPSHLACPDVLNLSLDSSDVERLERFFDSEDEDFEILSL
GRIN3A LBD mod = modulators (binders) of human NR3A ligand-binding domain. NR3A LBD differential scanning fluorimetry, Tm shift; 0% = protein alone, 100% = glycine-bound protein. Tm shift relative to glycine control, % at 25 µM. actives 2.5% (n = 340,000);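 active = melting temperature shift of at least 10% of the positive control shift, at one fixed dose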
SENP8 inh = inhibitors of human SENP8 protease; Q96LD8; recombinant SENP8, Nedd8 substrate fluorescence; actives 0.64% (n = 360,000); inhibition, % at 20 µM; in the data active = inhibition mostly above about 40%, no sharp cut-off; inactive = mostly below about 27%
Target sequence (Q96LD8 whole entry, looked up): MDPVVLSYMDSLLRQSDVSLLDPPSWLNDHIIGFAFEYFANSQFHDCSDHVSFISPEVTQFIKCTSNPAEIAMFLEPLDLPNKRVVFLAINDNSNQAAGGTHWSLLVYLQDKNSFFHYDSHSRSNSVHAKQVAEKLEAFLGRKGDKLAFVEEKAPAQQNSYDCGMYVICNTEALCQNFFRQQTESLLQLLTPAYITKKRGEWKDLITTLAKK
SENP1 FRET inh = SENP1 (human) catalytic domain inhibition; Q9P0U3; recombinant SENP1 catalytic domain, CyPet-SUMO1-YPet FRET cleavage; inhibition, % at 10 µM; actives 0.21% (n = 360,000);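 active = inhibition at least 30% at 10 µM, raw YFP signal under a set limit, fluorescence ratio 0.5 to 1.5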;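 also: 0% = enzyme with DMSO and 100% = no enzyme wells; some results filed as inactive read as strong as hits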
Target sequence (Q9P0U3 419-644 limits assumed): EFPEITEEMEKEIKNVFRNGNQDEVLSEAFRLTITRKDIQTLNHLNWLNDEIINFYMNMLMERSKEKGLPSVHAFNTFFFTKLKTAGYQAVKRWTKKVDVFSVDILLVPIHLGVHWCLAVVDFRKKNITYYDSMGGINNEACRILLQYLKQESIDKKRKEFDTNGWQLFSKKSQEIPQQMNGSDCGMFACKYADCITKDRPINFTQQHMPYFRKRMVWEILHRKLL
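Test system: recombinant human SENP1 catalytic domain, His6-tagged / Medium: pH 8 Tris buffer with EDTA, NaCl, BME, BSA, NP40, catalase / Also added: SUMO1 FRET substrate flanked by Cypet and Ypet, 25 nM / Times: 50 min reaction at room temperature / Signal: FRET, CFP and YFP emission / Control set: no-enzyme low control and enzyme-plus-DMSO high control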
hIAP activ = increases human intestinal alkaline phosphatase activity | P09923 | purified human IAP, CDP-Star luminescence, 30 min; hits give high values; 1 = vehicle-only enzyme, 0 = enzyme-free background | activation factor at 10 µM | actives 0.16% (n = 330,000) | AID 2524;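 active = activation factor of the enzyme at least 2-fold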; also: the source names both 10 and 20 µM as test concentration; values of inactives mirror those of a sister screen read the other way
Active calls of the source: *; nt = no result given. The order is random; about 6.7% have a hit in one of these screens.

SMILES	MPTP inh	PfGluPho inh	SENP6 inh	ATG4B inhibitor	GRIN3A LBD mod	SENP8 inh	SENP1 FRET inh	hIAP activ
COc1ccc(C(CC(=O)O)NC(=O)COc2ccc(C)cc2)cc1OC (stereo not given)	-0.5	5	0	2	-1	21	4	0.96
CC(=O)Oc1ccc(-c2ccc(C(=O)OCC(=O)c3c(N)n(C)c(=O)n(C)c3=O)cc2)cc1	0.0	14	-15	-11	-1	-84	-1	1.1
COc1ccc2c(c1)c(CC(=O)Nc1nnc(C3CC3)s1)c(C)n2C(=O)c1ccc(Cl)cc1	2.7	-16	0	0	-4	-5	-10	0.88
Cc1cc(NC(=O)COC(=O)[C@H](C)NC(=O)c2ccccc2)no1	-1.0	-23	-10	-4	2	14	-1	1.2
COc1cccc(C(=O)N[C@@H](CCSC)c2nc3ccccc3[nH]2)c1	-3.0	-5	-3	-2	-8	2	-4	1
O=[N+]([O-])c1cc2c(cc1/C=N\NS(=O)(=O)c1ccccc1)OCO2	0.2	58	6	-9	0	10	2	0.99
Cc1nnc(N/N=C/c2cccc(OCc3ccc(Cl)c(Cl)c3)c2)n1N	-1.1	56	31	1	2	12	0	0.85
Cc1cccc2c1nc(-c1ccccc1)n1nnnc21	0.5	-4	4	-7	2	9	-1	0.93
COc1cc2c(C(=O)N3CCCc4ccccc43)cn(C)c(=O)c2cc1OC	-0.5	-11	-10	-10	-2	4	1	0.96
CC(=O)N1c2ccc(S(=O)(=O)N3CCC(C(=O)NCCc4ccc(Cl)cc4)CC3)cc2CC1C (stereo not given)	2.0	4	1	-14	-3	8	1	1.3
O=C(CN(c1ccccc1F)S(=O)(=O)c1ccccc1)Nc1ccccc1C(=O)N1CCOCC1	-1.4	-5	-16	1	1	23	3	1.1
CCCCn1c(N)c(N(CCOC)C(=O)CSCc2cccc(C)c2)c(=O)[nH]c1=O	0.0	-3	-7	-3	0	-14	-5	1
CC1CCN(C(=O)Cn2nc(C(F)(F)F)c3c2CCCC3)CC1	1.3	-15	10	5	-1	4	-1	1
CC(=O)c1ncnn1CC(=O)c1ccc(Cl)cc1Cl	-0.7	-16	-7	7	-2	18	-1	1.1
Cc1ccccc1OCCSc1nc2ncnc(N)c2[nH]1	6.3	-10	-20	-3	0	-2	-3	1.4
CCCn1c(CN2CCN(C(=O)OCC)CC2)nc2c1c(=O)n(C)c(=O)n2C	-0.6	9	-4	-10	1	-5	-1	0.87
CCOc1ccc(-n2c(CCc3ccccc3)n[nH]c2=S)cc1	-0.1	30	-17	4	0	8	3	1.3
CCc1cc(CNC(=O)CC2C(=O)NCCN2CC2CCCCC2)on1 (stereo not given)	2.0	1	-8	-14	-3	-23	-1	1.1
CCc1cc(=O)oc2cc(OC3CCCCC3=O)ccc12 (stereo not given)	-0.4	10	-12	5	-1	-264	-3	1.2
CCCCN1C(=O)CC(Sc2ccccc2C(=O)O)C1=O (stereo not given)	-1.0	-9	-11	4	1	3	0	0.96
CCOC(=O)c1c(C)[nH]c(C(=O)/C(C#N)=C/c2ccc(OCC)cc2)c1C	0.1	-3	-10	-3	-6	6	5	0.92
O=C1CN(C(=O)COC(=O)CCC(=O)c2ccc3c(c2)OCCO3)c2ccccc2N1	-0.6	-3	-9	-3	1	25	3	1
CC(C)CCNC(=O)C1CCC(CNS(=O)(=O)c2ccc(Cl)cc2)CC1 (stereo not given)	0.4	-6	-8	-8	0	15	-1	1
Nc1nc(Nc2ccccc2)n[nH]1	0.7	-1	10	3	-7	30	3	1.1
COc1ccc(/C=N/NC(=O)c2nnn(-c3nonc3N)c2-c2cccs2)cc1OC	0.6	-12	-7	-9	9	-360	1	1.2

5 entries from above, sorted by the value under hIAP activ, rising:
SMILES	MPTP inh	PfGluPho inh	SENP6 inh	ATG4B inhibitor	GRIN3A LBD mod	SENP1 FRET inh	hIAP activ
CCCCN1C(=O)CC(Sc2ccccc2C(=O)O)C1=O (stereo not given)	-1.0	-9	-11	4	1	0	0.96
CC1CCN(C(=O)Cn2nc(C(F)(F)F)c3c2CCCC3)CC1	1.3	-15	10	5	-1	-1	1
CC(=O)Oc1ccc(-c2ccc(C(=O)OCC(=O)c3c(N)n(C)c(=O)n(C)c3=O)cc2)cc1	0.0	14	-15	-11	-1	-1	1.1
CCc1cc(=O)oc2cc(OC3CCCCC3=O)ccc12 (stereo not given)	-0.4	10	-12	5	-1	-3	1.2
CCOc1ccc(-n2c(CCc3ccccc3)n[nH]c2=S)cc1	-0.1	30	-17	4	0	3	1.3

Back to the main list, repeating the 6 entries before the break.
SMILES	MPTP inh	PfGluPho inh	SENP6 inh	ATG4B inhibitor	GRIN3A LBD mod	SENP8 inh	SENP1 FRET inh	hIAP activ
CCCCN1C(=O)CC(Sc2ccccc2C(=O)O)C1=O (stereo not given)	-1.0	-9	-11	4	1	3	0	0.96
CCOC(=O)c1c(C)[nH]c(C(=O)/C(C#N)=C/c2ccc(OCC)cc2)c1C	0.1	-3	-10	-3	-6	6	5	0.92
O=C1CN(C(=O)COC(=O)CCC(=O)c2ccc3c(c2)OCCO3)c2ccccc2N1	-0.6	-3	-9	-3	1	25	3	1
CC(C)CCNC(=O)C1CCC(CNS(=O)(=O)c2ccc(Cl)cc2)CC1 (stereo not given)	0.4	-6	-8	-8	0	15	-1	1
Nc1nc(Nc2ccccc2)n[nH]1	0.7	-1	10	3	-7	30	3	1.1
COc1ccc(/C=N/NC(=O)c2nnn(-c3nonc3N)c2-c2cccs2)cc1OC	0.6	-12	-7	-9	9	-360	1	1.2
CN(C)c1oc(-c2ccc(Cl)cc2)nc1S(=O)(=O)c1ccccc1	9.0	-6	-2	-4	-4	8	1	0.97
CCN(Cc1cccc(F)c1)C(=O)c1ccc2ccccc2n1	-1.1	-11	37	-1	-1	-19	-6	0.97
CN(CC(=O)Nc1c(Cl)cccc1Cl)C(=O)Cc1ccc(S(=O)(=O)N2CCOCC2)s1	-0.1	11	-13	1	-2	10	0	0.91
NC(=O)c1ccc(NC(=O)CSc2nnc(C3CC3)n2C2CC2)cc1	-1.2	12	-13	-7	3	-22	1	0.95
Cc1nn(-c2ccccc2)c2[nH]c(=O)c(CNc3ccc4c(c3)OCCO4)cc12	-2.3	4	-6	27	-6	-179	-10	1.1
COc1ccc(OC)c(S(=O)(=O)Nc2cccc(C(C)=O)c2)c1	1.5	-13	12	-3	0	8	2	0.88
Cc1cc(Cl)ccc1NC(=S)NCCC(c1ccccc1)c1ccccc1	100*	14	-13	1	9	20	2	1.1
Cc1ccc(-c2noc(CN(C(=O)C(c3ccccc3)c3ccccc3)C(C)C)n2)cc1	3.2	22	-5	-3	0	9	1	1.1
C=C(C)C1CC=C(C)/C(=N\NC(=O)CCc2ccccc2)C1 (stereo not given)	0.3	-17	-19	13	-3	2	0	1.1
COc1ccc(NC(=O)C2CCN(S(=O)(=O)c3cn(C)nc3C)CC2)cc1	-2.7	-3	-4	-7	-4	1	3	1.1
COC(=O)C1=C(N)Oc2cc(C)oc(=O)c2C1c1cccnc1 (stereo not given)	0.1	0	-9	-9	3	19	-3	1.4
CCC(CO)Oc1cc(NC(=O)Cc2ccccc2F)c2ncn(C(C)C)c2c1 (stereo not given)	-2.2	11	-15	-9	0	13	-2	0.96
Cc1cc(C)n(-c2ccc(C(F)(F)F)cc2[N+](=O)[O-])n1	-1.6	-10	0	5	1	14	2	0.97
C=CCn1c(SCC(=O)Nc2cc(C)on2)nc2sc(CC)cc2c1=O	0.6	-10	-21	0	-1	10	0	0.78
Cc1ccc(NC(=O)CSc2nnc(C3CC3)n2CC2CCCO2)cc1C (stereo not given)	-1.7	-12	-12	5	-2	9	2	1.1
CN(Cc1ccc(F)cc1)C(=O)c1cccc(OC2CCN(C3CCCC3)CC2)c1	1.2	11	15	-17	-2	13	1	0.95
Cc1ccc(C(=O)N2CCC(C(=O)NC3CCCC3)CC2)cc1	-2.3	-4	-20	-7	-1	11	2	0.95
COC(=O)c1c(C)[nH]c(C)c1-c1ccc([N+](=O)[O-])cc1	-0.8	-18	10	-10	0	13	5	0.98
Cc1cc(N2CCN(S(=O)(=O)c3ccccc3)CC2)c2ccccc2n1	3.8	-1	8	-15	-6	-9	0	0.97
CCN(CC)CC#CCC(C)(c1ccccc1)c1ccccc1	59*	-1	-3	-1	0	6	-1	0.97
CCN(CC(=O)Nc1ccc(N2CCOCC2)cc1)C(=O)c1ccc(C#N)cc1	-0.1	-7	15	-4	0	10	2	1.2
CCCCn1c(N)c(N(CC(C)C)C(=O)C2CC(=O)N(CCc3ccccc3)C2)c(=O)[nH]c1=O (stereo not given)	-1.8	-16	-2	-2	-1	-6	1	0.96
CCOC(=O)/C(N=Nc1ccc2c(c1)OCO2)=C(\C)O	1.1	7	30	0	-2	21	10	0.91
CCn1ncc(/C=N\NC(=O)c2cc(-c3ccc(C)cc3C)nc3ccccc23)c1C	-1.5	10	-17	-19	-4	11	1	1.1
CC(=O)c1sc(=S)n(-c2ccccc2)c1C	1.2	-2	-30	5	-1	32	1	1
SMILES	MPTP inh	PfGluPho inh	SENP6 inh	ATG4B inhibitor	GRIN3A LBD mod	SENP8 inh	SENP1 FRET inh	hIAP activ
Cc1cccc(OCc2occc2C(=O)Nc2cccc(-n3cnnn3)c2)c1	1.3	26	14	-5	2	11	-1	1.2
O=C(NCCN1CCN(c2ccccc2)CC1)C1CCN(S(=O)(=O)c2cccs2)CC1	0.0	-7	nt	-15	0	7	4	nt
Cc1ncc(C(O)c2ccccc2)n1Cc1ccccc1 (stereo not given)	-0.5	-14	nt	nt	nt	14	0	nt
Cn1c(SCc2nc3cc(C(=O)O)ccc3c(=O)[nH]2)nnc1C(F)(F)F	0.3	-8	2	-6	0	-53	-4	1.1
CCN1CCN(CCOc2cccc(Cl)c2Cl)CC1	0.0	-9	5	1	0	10	0	0.95
COc1ccccc1N1CCN(C(=O)CSc2nc(C)c(Cc3ccccc3)c(=O)[nH]2)CC1	2.7	0	-16	-9	-1	18	0	1
c1ccc2sc(Sc3ncnc4sccc34)nc2c1	1.2	6	-23	0	0	-35	-16	0.87
COc1ccc(NC(=S)NCCCN2CCCC2)cc1	0.8	-19	-3	6	0	10	-1	0.98
O=C(CNS(=O)(=O)c1cccs1)NCc1ccc(F)cc1	1.5	-2	-13	0	-1	-7	2	1
CC(C)c1nc2ccccc2n1CC(O)COC1CCCCC1 (stereo not given)	1.5	-14	-20	2	-2	14	2	1.1
O=C1NC2(CCCCCC2)C(=O)N1Cc1ccc(Cl)cc1Cl	1.8	-28	-17	33	0	9	-1	0.99
C=CCc1ccccc1OCC(O)CNC(=O)c1ccccc1C(=O)O (stereo not given)	0.6	8	-22	0	7	20	1	1.2
Cc1[nH]n(-c2ccccc2)c(=O)c1N=Nc1ccccc1C(=O)N1CCCCC1	2.4	-17	6	0	0	32	2	1.1
Cc1ccc(OCC(=O)NS(=O)(=O)c2ccc(Cl)cc2)cc1	-0.1	-30	2	14	1	3	1	0.8
COC(=O)c1ccc(C2Nc3ccccc3NC3=C2C(=O)CC(C)(C)C3)cc1 (stereo not given)	0.3	-7	-6	0	-3	13	0	1.1
COc1ccccc1CNC(=O)c1cccc(S(=O)(=O)N2CCCC2)c1	0.0	-6	-17	-12	4	1	3	0.97

A few values from the list.
`C=C(C)C1CC=C(C)/C(=N\NC(=O)CCc2ccccc2)C1` (stereo not given) @ PfGluPho inh = -17
`c1ccc2sc(Sc3ncnc4sccc34)nc2c1` @ GRIN3A LBD mod = 0
`CCCCn1c(N)c(N(CCOC)C(=O)CSCc2cccc(C)c2)c(=O)[nH]c1=O` @ PfGluPho inh = -3
`C=CCn1c(SCC(=O)Nc2cc(C)on2)nc2sc(CC)cc2c1=O` @ hIAP activ = 0.78
`CN(C)c1oc(-c2ccc(Cl)cc2)nc1S(=O)(=O)c1ccccc1` @ SENP6 inh = -2
